Source: PubChem
Wnt act = activates Wnt/beta-catenin signaling in a reporter cell assay. activator, plate reader. activation, % at 9.35 µM. 300,000 tested, 1.2% active; in the data active = activation above about 30%, passing the limit was not always enough;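 note: 0% = neutral control wells and 100% = positive control wells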
Cardiac RTF inh = cardiac RTF calcium desensitization; P19429+P45379; IANBD-labeled cardiac RTF, Ca2+ fluorescence; inhibition, % at 7.15 µM; 340,000 tested, 0.12% active; AID 493244;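 active = inhibition above the mean inhibition of all tested compounds plus 3 SD, cut at about 17% in these data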;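 note: assay run at fixed EC70 calcium of 1.6 mM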
Keap1-Nrf2 PPI = inhibitors of human Keap1-Nrf2 protein-protein interaction; Keap1 Kelch-Nrf2 peptide fluorescence polarization, 1536-well; inhibition, % at 9.4 µM; 340,000 tested, 0.15% active; AID 504523; in the data active = inhibition above about 12%;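 note: human Keap1 Kelch domain with fluorescein labeled Nrf2 9mer peptide probe; 0% = neutral control wells and 100% = peptide positive control; higher means more block of Keap1 binding to Nrf2 peptide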
Arr AP2 block = inhibitors of human beta-arrestin and AP2 interaction; FITC-arrestin peptide / GST-AP2 beads, flow cytometry; AP2 beta2 appendage carries R879A mutation; inhibition, % at 10 µM; 340,000 tested, 0.31% active;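 active = inhibition above a set limit, near 3 SD of compounds lacking own fluorescence, cut at about 54% in these data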;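 note: plate controls were DMSO wells for no effect and 5 µM unlabelled arrestin peptide for full effect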
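Assay system: GST-AP2 R879A bound to glutathione beads, E. coli-expressed; Medium: PBS with 0.05% Tween 20 and 0.1% BSA; Also added: fluorescein-tagged arrestin peptide at 50 nM final; Timing: 12 min plus 1 h, RT; Measured by: flow cytometry, FL1 (488/535 nm); Evaluation: percent drop in bead-associated FITC signal.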
LANA DNA inh = KSHV C-LANA DNA binding inhibition | MBP-C-LANA/FAM-LBS DNA binding, fluorescence polarization | inhibition, % at 9 µM | 340,000 tested, 0.078% active;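 active = highest replicate inhibition at or above 60% at 9 µM, even if other replicates fall short; inactive = all replicates below 60% inhibition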;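 note: 0% = neutral control wells and 100% = 4 µM acridine orange control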
MOR-DOR ag = OPRM1-OPRD1 heterodimerization agonism; cells, luminescence; activation, % at 9.3 µM; 340,000 tested, 0.3% active; AID 504326; in the data active = activation above about 18%;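 note: 0% = vehicle-treated cells and 100% = reference agonist; values of inactives mirror those of a sister screen read the other way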
Target sequence (P35372 whole entry, looked up): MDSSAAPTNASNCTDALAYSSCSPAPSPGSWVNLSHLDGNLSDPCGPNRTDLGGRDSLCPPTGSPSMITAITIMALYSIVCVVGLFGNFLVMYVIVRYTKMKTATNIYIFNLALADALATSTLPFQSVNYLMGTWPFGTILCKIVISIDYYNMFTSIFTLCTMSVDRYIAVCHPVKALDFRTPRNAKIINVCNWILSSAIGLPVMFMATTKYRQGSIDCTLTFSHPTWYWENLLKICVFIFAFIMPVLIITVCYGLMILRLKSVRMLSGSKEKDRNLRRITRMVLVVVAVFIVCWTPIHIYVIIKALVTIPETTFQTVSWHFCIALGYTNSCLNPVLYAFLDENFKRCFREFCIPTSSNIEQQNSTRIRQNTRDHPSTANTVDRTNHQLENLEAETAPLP
Target sequence (P41143 whole entry, looked up): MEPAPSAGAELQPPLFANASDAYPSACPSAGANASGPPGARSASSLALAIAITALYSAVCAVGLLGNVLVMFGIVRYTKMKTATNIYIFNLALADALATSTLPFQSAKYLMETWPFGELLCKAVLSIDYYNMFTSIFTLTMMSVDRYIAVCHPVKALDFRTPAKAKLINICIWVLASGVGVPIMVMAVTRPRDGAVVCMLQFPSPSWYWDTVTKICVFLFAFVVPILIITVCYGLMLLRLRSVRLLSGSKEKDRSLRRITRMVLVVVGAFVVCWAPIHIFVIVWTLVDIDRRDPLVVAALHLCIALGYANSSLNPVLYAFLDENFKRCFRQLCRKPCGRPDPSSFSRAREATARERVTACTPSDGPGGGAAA
Pemphigus Ab inh = human desmoglein-3 autoantibody binding inhibition; 310,000 tested, 0.48% active; binding (percent of control), % at 10 µM; AID 588358; P32926; DSG3-coupled beads, scFv-anti-DSG3-GFP binding, flow cytometry; active compounds read low;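 active = binding more than 3 SD below its plate's average and above zero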;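 note: hits lower antibody fragment binding to DSG3; some compounds called inactive have numbers as strong as hits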
RTF Ca sens act = cardiac RTF calcium sensitization; AID 493008; activation, % at 7.2 µM; P19429+P45379; 340,000 tested, 0.24% active; IANBD-labeled TnC RTF fluorescence at EC20 calcium; 0% EC20 calcium, 100% full calcium;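 active = activation above the mean over all tested compounds plus 3 SD, cut at about 30% in these data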;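 note: rise in fluorescence read as greater calcium sensitivity of cardiac thin filaments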
OPRM1-OPRD1 inv = inverse agonists of human mu-delta opioid receptor heterodimerization. P35372+P41143. cell-based MOR-DOR heterodimer luminescence, inverse agonism. inhibition, % at 9.3 µM. 340,000 tested, 0.21% active. AID 504357; in the data active = inhibition above about 22%, passing the limit was not always enough;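 note: 0% = cells with DMSO and 100% = wells without cells with DMSO; values of inactives mirror those of a sister screen read the other way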
V-ATPase pHluor = alters yeast V-ATPase proton transport; S. cerevisiae, pHLuorin cytosolic pH fluorescence; response, % at 10 µM; 350,000 tested, 0.37% active; AID 504577; in the data active = response mostly above about 7.3%, no sharp cut-off; inactive = mostly below about 5.4%; note: actives read high; inactives centre near 0; some compounds called inactive have numbers as strong as hits; reference of the scale not given here
An asterisk follows results filed as active; x = no result given.

cpd	structure	MOR-DOR ag	V-ATPase pHluor	RTF Ca sens act	Arr AP2 block	LANA DNA inh	Wnt act	Cardiac RTF inh	Pemphigus Ab inh	Keap1-Nrf2 PPI	OPRM1-OPRD1 inv
1	Cc1ccc(S(=O)(=O)N2CCN(CC(=O)Nc3ccnn3C3CCCC3)CC2)cc1	-0.1	7	0	15	0.1	-3	-11	105	0	0
2	C(=NN=C(NN=Cc1cccs1)NN=Cc1cccs1)c1cccs1	-0.5	-3	-9	41	9.1	-6	1	90	5	3
3	CCOC(=O)/C(=N\O)C1=NC(C)(C)Cc2ccccc21	0.6	-5	-1	-4	-0.4	-9	6	85	-2	-4
4	COc1cc(/C=C2\CCC(C)C3=C(c4cc(OC)c(OC)c(OC)c4)C(C#N)=C(N)OC32)cc(OC)c1OC (centres undefined)	-2.1	-2	40*	-4	0.9	-6	-57	x	-11	10
5	Cc1onc(-c2ccccc2Cl)c1C(=O)N1CCCCC1C(=O)O (centres undefined)	-0.6	-2	-6	-1	0.3	-2	-1	108	1	3
6	CCc1cc(=O)oc2cc(OCC(=O)N(CC)CC)c(Cl)cc12	0.2	2	4	2	1.5	-1	-11	x	-3	-1
7	Cc1cc(=O)oc2cc(OCC(=O)N/N=C/c3ccccc3O)ccc12	-2.0	0	-5	1	-2.0	-3	-14	x	-2	13
8	O=C(COc1cccnc1[N+](=O)[O-])NCc1ccc(F)cc1	-2.1	-1	0	-5	2.2	2	-12	103	-4	11
9	Cc1cccc2[nH]c(CN(C)C(=O)CC3C(=O)NCCN3CC(C)(C)C)nc12 (centres undefined)	-1.2	-3	7	2	0.9	-6	-7	105	-2	6
10	O=C(Cc1ccccc1)Nc1ccc(NC(=O)Cc2ccccc2)c(Cl)c1	15	-4	-5	-2	-1.8	0	-1	106	0	-77
11	O=c1c2c3c(sc2nc2n1CCCC2)CCCC3	-2.4	-1	1	8	-1.4	x	7	101	-2	14
12	O=C(CSc1nnc(Cc2cccs2)n1-c1ccccc1)Nc1ccc2c(c1)OCCO2	0.3	7	0	11	-0.9	x	-8	100	-3	-2
13	Cc1nc(NC(=O)COC(=O)C(NC(=O)c2ccco2)C(C)C)c(Cl)cc1Cl (centres undefined)	-2.4	0	-2	1	-0.7	-8	-23	98	0	15
14	CCN(CC)S(=O)(=O)c1cccc(C(=O)NC(C(=O)Nc2nnc(C3CC3)s2)C(C)C)c1 (centres undefined)	-0.3	2	2	8	0.2	-2	1	103	0	2
15	CCN(CC)S(=O)(=O)c1cccc(C(=O)N[C@H](C(=O)NNC(=O)c2ccccc2)C(C)C)c1	-2.2	0	1	-9	1.8	2	-2	86	1	12
16	O=C(c1cccc(Cl)c1)C1CCCN(Cc2ccc(N3CCNC3=O)cc2)C1 (centres undefined)	15	0	2	-10	1.2	0	-2	107	-3	-80
17	CN(C(=O)c1sc2nc(N3CCCC3)c3c(c2c1N)CC(C)(C)OC3)c1ccccc1	-0.8	-2	-4	8	1.3	-2	5	105	-1	4
18	O=C1c2c(O)cc(O)cc2O[C@@]12c1c(cc(O)c3c1O[C@H](c1ccc(O)cc1)[C@@H](O)C3)O[C@@H]2c1ccc(O)cc1	1.1	-3	17	-1	1.6	2	-9	105	-5	-6
19	Cc1cccc(C(=O)N2CCN(CCNC(=O)C(=O)Nc3ccc(F)cc3)CC2)c1	1.8	0	-2	2	-0.6	2	1	104	-1	-13
20	O=C(CN(Cc1ccccc1)S(=O)(=O)c1ccc(S(=O)(=O)N2CCOCC2)cc1)Nc1ccccc1	-1.3	4	2	-3	0.1	-4	-10	91	0	7
21	COc1ccc(NC(=O)CSc2ccccc2)c([N+](=O)[O-])c1	-0.8	-1	-3	-1	-0.8	4	-1	102	1	4
22	O=C(NCCNc1ccccc1[N+](=O)[O-])c1ccccc1F	-5.0	2	-8	11	1.1	15	2	88	-2	23
23	C=CCOc1cccc(C2C(C(=O)c3ccc(C)o3)=C(O)C(=O)N2Cc2ccncc2)c1 (centres undefined)	-3.1	-3	-6	1	1.0	x	-10	100	-4	17
24	Cc1nn(Cc2cccc(C(=O)N3N=C(C(F)F)CC3(O)C(F)F)c2)c(C)c1[N+](=O)[O-] (centres undefined)	3.0	9	-1	26	1.9	-4	-8	126	2	-16
25	CN1C(=O)Cc2cc(S(=O)(=O)N3CCN(c4cccc(Cl)c4)CC3)ccc21	3.5	1	3	-9	0.0	-3	-4	92	-5	-18
26	COc1ccc(S(=O)(=O)N(Cc2ccc(OC)c(OC)c2)Cc2ccco2)cc1	-0.8	-1	0	8	-1.1	-2	-5	111	-1	3
27	CC(=O)c1cc2c(cc1NC(=O)CCNC(=O)c1ccccc1Cl)OCO2	0.1	0	-4	5	-0.8	0	-18	109	-5	0
28	CCCCCOc1ccc(NC(=O)C(=O)NCCC2=CCCCC2)cc1	-1.1	-11	9	15	-0.4	x	0	113	-4	7
29	O=C(O)c1ccc(N/N=C/c2ccnc3ccccc23)cc1	1.9	-2	-2	1	0.1	1	0	97	2	-11
30	Cc1ccc(Nc2n[nH]c(C)c2[N+](=O)[O-])c(C)c1	0.1	8	2	-2	-1.5	8	-6	100	-3	-1

Rewritten screen by screen: part of the list above.
1: Cc1ccc(S(=O)(=O)N2CCN(CC(=O)Nc3ccnn3C3CCCC3)CC2)cc1
2: C(=NN=C(NN=Cc1cccs1)NN=Cc1cccs1)c1cccs1
3: CCOC(=O)/C(=N\O)C1=NC(C)(C)Cc2ccccc21
4: COc1cc(/C=C2\CCC(C)C3=C(c4cc(OC)c(OC)c(OC)c4)C(C#N)=C(N)OC32)cc(OC)c1OC (centres undefined)
5: Cc1onc(-c2ccccc2Cl)c1C(=O)N1CCCCC1C(=O)O (centres undefined)
6: CCc1cc(=O)oc2cc(OCC(=O)N(CC)CC)c(Cl)cc12
7: Cc1cc(=O)oc2cc(OCC(=O)N/N=C/c3ccccc3O)ccc12
8: O=C(COc1cccnc1[N+](=O)[O-])NCc1ccc(F)cc1

entry no.	1	2	3	4	5	6	7	8
MOR-DOR ag	-0.1	-0.5	0.6	-2.1	-0.6	0.2	-2.0	-2.1
V-ATPase pHluor	7	-3	-5	-2	-2	2	0	-1
RTF Ca sens act	0	-9	-1	40*	-6	4	-5	0
Arr AP2 block	15	41	-4	-4	-1	2	1	-5
LANA DNA inh	0.1	9.1	-0.4	0.9	0.3	1.5	-2.0	2.2
Wnt act	-3	-6	-9	-6	-2	-1	-3	2
Cardiac RTF inh	-11	1	6	-57	-1	-11	-14	-12
Pemphigus Ab inh	105	90	85	x	108	x	x	103
Keap1-Nrf2 PPI	0	5	-2	-11	1	-3	-2	-4
OPRM1-OPRD1 inv	0	3	-4	10	3	-1	13	11

9: Cc1cccc2[nH]c(CN(C)C(=O)CC3C(=O)NCCN3CC(C)(C)C)nc12 (centres undefined)
10: O=C(Cc1ccccc1)Nc1ccc(NC(=O)Cc2ccccc2)c(Cl)c1

entry no.	9	10
MOR-DOR ag	-1.2	15
V-ATPase pHluor	-3	-4
RTF Ca sens act	7	-5
Arr AP2 block	2	-2
LANA DNA inh	0.9	-1.8
Wnt act	-6	0
Cardiac RTF inh	-7	-1
Pemphigus Ab inh	105	106
Keap1-Nrf2 PPI	-2	0
OPRM1-OPRD1 inv	6	-77

Other compounds follow.
cpd	structure	MOR-DOR ag	V-ATPase pHluor	RTF Ca sens act	Arr AP2 block	LANA DNA inh	Wnt act	Cardiac RTF inh	Pemphigus Ab inh	Keap1-Nrf2 PPI	OPRM1-OPRD1 inv
31	CCC(=O)Nc1ccc(S(=O)(=O)N2CCN(c3ccc(F)cc3)CC2)cc1	-2.4	1	1	21	1.2	-1	-1	96	4	13
32	COc1cccc(CN2CCNC(=O)C2CC(=O)N2CCOc3ccccc3C2)c1OC (centres undefined)	x	-2	x	-5	-1.7	-1	x	x	-2	x
33	CCc1ccc(NC(=O)C(=O)N/N=C(\C)CC(=O)Nc2ccccn2)cc1	-1.8	0	-7	9	-1.1	x	-3	108	1	9
34	O=C(N/N=C\c1ccc2c(c1)OCO2)c1ccco1	-0.5	0	3	-8	-0.6	6	-18	104	-1	3
35	CCOC(=O)CCn1cc(F)c(=O)n(Cc2ccccc2)c1=O	-2.0	-3	-10	7	-0.2	x	-1	101	0	9
36	CC(OC(=O)c1ccc([N+](=O)[O-])s1)C(=O)NC1CCCCC1C (centres undefined)	3.4	0	-3	26	-0.8	3	-5	102	-1	-15
37	COc1ccc(/C(N)=N/OC(=O)Cc2cccs2)cc1	-2.4	-3	-7	11	-0.2	-2	-14	82	-2	12
38	O=C(NC(=S)Nc1ccccc1)C1CCCCC1	7.2	3	-4	3	0.7	6	-7	109	-2	-39
39	Brc1ccc2ncnc(Nc3ccc(N4CCOCC4)cc3)c2c1	4.0	-8	-16	3	0.0	x	-3	118	3	-24
40	O=C(CN1C(=O)COc2ccc(S(=O)(=O)N3CCCCCC3)cc21)NCc1ccc(F)cc1	-2.5	0	-1	-4	-1.2	-1	-8	108	4	13
41	CCn1c(Cc2ccccc2)nnc1SCC(=O)Nc1nnc(-c2ccccc2)s1	1.4	3	-3	6	-2.5	x	-40	95	0	-8
42	COc1ccc(CC(=O)OCC(=O)NC2CCCCC2)cc1OC	-3.6	-4	-6	2	4.8	-2	0	89	4	19
43	N#CC12C(N)=NC3(OCCO3)C1(C#N)C1=C(CCC1)NC2c1ccccc1 (centres undefined)	0.0	0	2	2	2.0	x	-4	98	0	0
44	Brc1cc2c(cc1CSc1ncccn1)OCO2	3.3	3	-5	-1	0.5	5	-9	103	-4	-21
45	Cc1cccc(OCC(=O)OCC(=O)c2c(N)n(C)c(=O)n(C)c2=O)c1	-1.2	0	1	1	0.1	0	-1	105	0	7
46	Cc1ccc(NC(=O)CN(C)C(=O)COC(=O)/C=C/c2cccs2)cc1	-1.2	1	4	-6	-1.5	1	-5	101	0	6
47	O=C(COc1ccc(Br)cc1Br)NC1CCCC1	6.2	6	3	23	-1.5	8	-13	106	0	-29
48	COc1ccc(CCNC(=O)CSc2nc(N)c(C#N)c(-c3cccs3)c2C#N)cc1OC	-0.7	1	1	0	1.2	x	4	95	-3	4
49	CC1CN(C(=O)CCNC(=O)c2ccc(Br)cc2)CC(C)O1 (centres undefined)	0.2	1	-2	29	-2.0	1	-5	105	0	-1
50	COc1ccc(C(=O)N2CCN(CCc3ccccn3)CC2)cc1	-1.9	-18	-6	0	-0.5	-1	-8	94	4	9
51	Cc1cc(C)n(-c2cccc(Cl)c2)c(=O)c1C#N	-1.1	0	0	5	0.1	-1	-2	102	-1	7
52	COc1cccc(-n2c(SC)nnc2-c2c[nH]c3ccccc23)c1	-0.3	0	4	-3	-0.4	1	-2	83	-1	2
53	N#Cc1nc(COc2ccccc2)oc1N1CCCCC1	0.1	2	6	-2	0.8	12	-6	112	1	0
54	Cc1cccc2cc(-c3nc4ccc(C(=O)O)cc4[nH]3)c(=O)oc12	-1.9	-3	11	3	4.3	x	-8	94	-2	9
55	Cn1c2ccccc2c2ncn(CCCN3CCOCC3)c(=O)c21	-0.7	8	0	7	0.7	x	-11	x	-4	4
